Screening results as filed in PubChem.
All columns: NCI-60 one-dose screen, growth in % after 48 h at 10 µM unless noted; 100 = growth as untreated, 0 = no growth, -100 = all killed.
UACC-257: UACC-257 melanoma. 78,000 tested, 4.4% active. AID 1794764
A549/ATCC: A549/ATCC NSCLC; 81,000 tested, 3.7% active
SK-MEL-5: SK-MEL-5 melanoma. 80,000 tested, 6.4% active
M14: M14 melanoma. 80,000 tested, 6.2% active
SK-MEL-28: SK-MEL-28 melanoma; AID 1794761; 81,000 tested, 4.1% active
SK-MEL-2: SK-MEL-2 melanoma; AID 1794763; 77,000 tested, 4.7% active
UACC-62: UACC-62 melanoma; AID 1794756; 81,000 tested, 5.4% active
MDA-MB-435: MDA-MB-435 melanoma; 82,000 tested, 7.8% active
* hit, by the source's call; / = no result given; & = joins results of further samples. How the source made its calls: active means growth percent below 10; inactive means the rest.

SMILES | UACC-257 | A549/ATCC | SK-MEL-5 | M14 | SK-MEL-28 | SK-MEL-2 | UACC-62 | MDA-MB-435
O=C(O)CSCC(=O)N1CCN(c2cc3c(cc2F)c(=O)c(C(=O)O)cn3C2CC2)CC1 | 110 | 107 | 97 | 102 | 106 | 107 | 97 | 108
Clc1c(Br)c(-c2ccccc2)nc2ccccc12 | 100 | 99 | 108 | 117 | 122 | 123 | 98 | 105
Cc1cc(C)n(-c2nc3sc(C(N)=O)c(C)c3c(=O)n2Cc2ccccc2)n1 | 109 | 109 | 104 | 99 | 119 | 113 | 107 | 113
C=CC[C@]1(c2ccccc2)C(=O)C(=O)N(Cc2ccc(OC)cc2OC)[C@H]1c1cccnc1 | 90 | 89 | 92 | 108 | 110 | / | 91 | 102
COc1ccc(C(=O)n2nc(/C=C/c3ccc(O)c(OC)c3)cc2/C=C/c2ccc(O)c(OC)c2)cc1 | 0.1* | 4.0* | -13* | -15* | -8.3* | -34* | -0.8* | -23*
NS(=O)(=O)c1ccc(CCn2c(SCC(=O)NCc3ccccc3)nc3ccccc3c2=O)cc1 | 112 | 98 | 103 | 106 | 112 | 109 | 101 | 112
CC(C)(C)n1cc(-c2ccnc(NCCCNS(=O)(=O)c3ccccc3)n2)c(-c2ccc(F)c(O)c2)n1 | 107 | 87 | 92 | 94 | 97 | 102 | 92 | 102
Cc1cnc(SCc2ccc(Cl)cc2Cl)nc1N(C)C | 103 | 93 | 97 | 109 | 112 | 101 | 88 | 105
CC1(c2ccc(Cl)cc2)N=C(N)Nc2nc3ccccc3n21 (stereo not given) | 113 | 101 | 95 | 111 | 111 | 115 | 105 | 101
CCCC1(C=O)NC(=O)NC1=O (stereo not given) | / | 71 | 101 | 103 | 106 | 102 | 100 | 113
O=C(O)c1ccc2nc(-c3ccc(OCCCCCOc4ccc(-c5nc6ccc(C(=O)O)cc6[nH]5)cc4)cc3)[nH]c2c1 | 79 | 82 | 3.3* | 94 | 47 | 101 | 53 | 189
O[C@@H]1Cc2cc(Br)c3ccccc3c2N[C@H](c2cccs2)C1 | 28 | 61 | 44 | 74 | 76 | / | 20 | 71
Cc1cc(C)n(Cc2ccc(Cl)cc2)c(=O)c1C#N | 107 | 106 | 102 | 94 | 100 | 113 | 94 | 104
COc1ccc(-c2nc3c(c(C)nc4c3nnn4-c3ccc(OC)cc3)c(=O)o2)cc1 | 105 | 102 | 101 | 96 | 115 | 110 | 100 | 106
Cc1ccc(Nc2cccc3c2C(=O)c2cccc(Nc4ccc(C)c(S(=O)(=O)O)c4)c2C3=O)cc1S(=O)(=O)O | 86 | 84 | 93 | 112 | 113 | / | 99 | 117
COC(=O)[C@@H](Cc1ccccc1)n1cc(COC(=O)c2cccc3c(=O)c4ccccc4[nH]c23)nn1 | 100 | 102 | 78 | 101 | 104 | / | 91 | 91
Cc1nc(NC(=O)Nc2ccccc2)sc1C(=O)NNC(=O)Nc1ccccc1 | 100 | 72 | 95 | 98 | 87 | 53 | 70 | 100
Cc1ccc2nc(-c3ccc(N(C)C)c(Br)c3)cn2c1 | 91 | 99 | 78 | 79 | 93 | 94 | 67 | 63
CC(N)c1nnc(CCC(=O)c2nc3ncccc3[nH]2)o1 (stereo not given) | 103 | 93 | 100 | 101 | 103 | 107 | 93 | 103
CCOc1nc(-c2ccccc2)cc2c(O)c(C(=O)NC(C)C)[nH]c(=O)c12 | 85 | 104 | 100 | 101 | 90 | 126 | 105 | 105
CNC(=O)c1ccc(Cl)c(S(=O)(=O)NC)c1 | 99 | 108 | 114 | 106 | 117 | 104 | 100 | 120
O=C(Cn1cc(CN2C(=O)c3ccc([N+](=O)[O-])cc3C2=O)nn1)Nc1ccccc1Br | 106 | 108 | 104 | 101 | 108 | 114 | 91 | 109
O=c1[nH]c(=S)c2ncn(-c3ccccc3)c2[nH]1 | 95 | 100 | 108 | 108 | 117 | 120 | 91 | 104
ClC1=NC(Cl)C(Cl)=N/C1=N\c1ncn[nH]1 (stereo not given) | / | / | 74 | 39 | 15 | -5.6* | 84 | 14
COc1ccc2c(c1)c(C(=O)c1nc(-c3cn(C)c4ccccc34)no1)cn2C | 89 | 91 | 82 | 104 | 93 | 101 | 77 | 77
CCOC(=O)CCC(=O)Oc1coc(CSc2nc3ccccc3s2)cc1=O | / | 101 | 93 | 100 | 125 | 97 | 97 | 111
COc1cc(/C=N/Nc2ccccc2C)cc(OC)c1OC | 100 | 78 | 95 | 72 | 107 | 97 | 28 | 80
CC(C)(C)OC(=O)Cn1cc(CNC(=O)[C@H](Cc2ccccc2)NC(=O)OCc2ccccc2)nn1 | 97 | 91 | 118 | 110 | 105 | 104 | 91 | 100
CS(=O)(=O)CCNS(=O)(=O)c1ccc(-c2cnc(C3CC3)o2)cc1 | 95 | 94 | 97 | 97 | 105 | 106 | 85 | 101
COc1cc(-c2nn(-c3ccc(NC(=O)c4cc(C(F)(F)F)cc(C(F)(F)F)c4)cc3)cc2-c2ccncc2)ccc1Cl | 78 | 56 | 83 | 43 | 76 | / | 72 | 81
C=CCn1cc(-c2nc3ccccc3s2)c2cc(-c3ccc4c5c(cccc35)C(=O)N(CCN3CCNCC3)C4=O)ccc21 | 102 | 85 | 99 | 82 | 107 | 99 | 94 | 91
CCOC(=O)c1cnn(CC(O)c2ccc(F)cc2)c1NC(=O)Nc1cccc(F)c1 (stereo not given) | 94 | 91 | 55 | 86 | 103 | 81 | 63 | 96
COc1cc(C(=O)c2cnc(-c3c[nH]c4cccc(C)c34)[nH]2)cc(OC)c1OC | 84 | 20 | -31* | -2.6* | 59 | 35 | 33 | -43*
CC(C)(O)C(O)(c1ccccc1)c1ccccc1 | 94 | 95 | 103 | 100 | 108 | 108 | 100 | 99
C=C(C)[C@@H]1CC[C@]2(C#N)CC[C@]3(C)[C@H](CC[C@@H]4[C@@]5(C)C/C(=C/c6ccco6)C(=O)C(C)(C)[C@@H]5CC[C@]43C)[C@@H]12 | 72 | 99 | 90 | 95 | 80 | 107 | 73 | 94
N/N=c1\scc(-c2cc3ccccc3oc2=O)n1N | 119 | 101 | 100 | 105 | 106 | 102 | 102 | 101
O=C(O)c1ccc(O)c([N+](=O)[O-])c1 | 101 | 96 | 106 | 99 | 100 | 114 | 98 | 97
COc1cc(-c2nc3ccc(-c4nnc(SCC(=O)Nc5ccc(C(=O)/C=C/c6ccccc6)cc5)o4)cc3[nH]2)cc(OC)c1OC | 109 | 99 | 94 | 109 | 110 | 110 | 92 | 93
O=C(CN1CCN(CC(=O)c2ccc(Cl)cc2)CC1)c1ccc(Cl)cc1 | 92 | 99 | 92 | 103 | 106 | 96 | 87 | 106
S=C(S)Oc1cc(Cl)c(Cl)cc1Cl | 111 | 97 | 113 | 104 | 112 | 113 | 104 | 113
O=C(CSc1nc2ccc([N+](=O)[O-])cc2[nH]1)Nc1ccc([N+](=O)[O-])cc1 | 9.3* | 24 | -13* | 24 | 31 | -5.3* | 2.8* | 14
O=C(Cn1cc(CSc2nc3ccccc3o2)nn1)Nc1cc(Cl)cc(Cl)c1 | 109 | 100 | 104 | 99 | 124 | 114 | 101 | 106
Cc1ccc(/C=C(\C#N)n2nnc3c(F)cccc32)cc1 | 39 | -3.0* | -23* | 37 | 29 | 17 | 37 | 8.1*
Clc1ccc(C2CC(c3cccc(Nc4ccncc4)c3)=NN2c2ccc(Cl)cc2)cc1 (stereo not given) | 65 | 9.5* | 34 | -80* | -92* | 86 | 98 | -79*
CC(C)COC(=O)N1CCCC1 | 103 | 88 | 113 | 102 | 101 | 106 | 115 | 101
O=c1oc2ccccc2cc1-c1csc(N2N=C(c3ccc(Cl)cc3)CC2c2ccc(Cl)cc2)n1 (stereo not given) | 104 | 116 | 94 | 98 | 97 | 109 | 98 | 105
O=C1CCCCN1c1ccc(C2=NCCCN2)cc1 | 111 | 97 | 97 | 104 | 91 | 111 | 90 | 97
C=CCc1ccc(O)c(OC)c1 | 98&116 | 105 | 104&99 | 105&108 | 113&105 | 123 | 113&96 | 112&105
COc1ccc2nc(N)nc(C)c2c1 | 92 | 68 | 102 | 91 | 102 | 77 | 100 | 100
Cc1cccc2cc(-c3cc(-c4ccccc4)nc(N)n3)c(Cl)nc12 | 114 | 93 | 74 | 95 | 100 | 97 | 84 | 75
COc1cc(-c2cc(-c3ccc([N+](=O)[O-])cc3)nc3nc(NN)[nH]c(=O)c23)cc(OC)c1OC | 104 | 106 | 98 | 103 | 117 | 101 | 96 | 105
Nc1ccc2c(c1)-c1ccc(F)cc1C2=O | 107 | 107 | 107 | 112 | 105 | 130 | 98 | 98
CCOC(=O)c1c(Nc2ccccc2)nn2c(N)c(C#N)c(-c3ccc(OC)cc3)nc12 | 95 | 69 | 87 | 79 | 78 | 89 | 80 | 79
NC(=O)SCC(=O)NNc1ccccc1 | 92 | 85 | 103 | 102 | 106 | 88 | 71 | 101
COCCn1c(-c2ccnn2C)nnc1N1CCC(F)(F)C1 | 100 | 101 | 97 | 100 | 97 | 116 | 96 | 100
N#CN=C(N)NC(=O)c1ccccc1 | 90 | 96 | 99 | / | 105 | 98 | 105 | 106
COc1cc(O)cc(C(=O)c2ccccc2)c1S(=O)(=O)O | 102 | 97 | 102 | 107 | 100 | / | 100 | 105
Cc1c(CNC(=O)CN2CCN(c3ccccc3)CC2)nn(-c2ccccc2)c1CC(C)C | 78 | 85 | 96 | 101 | 108 | 92 | 85 | 102
COc1cc2ncnc(Nc3ccc(S(=O)(=O)Nc4cc(C)on4)cc3)c2cc1OCCCN1CCN(c2ccc([N+](=O)[O-])cc2)CC1 | 107 | 106 | 111 | 98 | 112 | 109 | 94 | 103
Cc1cc2c(-c3nc4cc(O)ccc4[nH]3)c(O)c(O)cc2c(O)c1-c1c(C)cc2c(-c3nc4ccc(O)cc4[nH]3)c(O)c(O)cc2c1O | 103 | 94 | 99 | 101 | 102 | 107 | 97 | 106
Going on with the list:
SMILES | UACC-257 | A549/ATCC | SK-MEL-5 | M14 | SK-MEL-28 | SK-MEL-2 | UACC-62 | MDA-MB-435
O=C(Nc1ncn[nH]1)c1ccccc1-c1ccccc1C(=O)Nc1ncn[nH]1 | 109 | 101 | 106 | 111 | 110 | 106 | 102 | 97
CCc1ccc(Nc2nc(Nc3cnc4ccccc4c3)c3[nH]cnc3n2)cc1 | 88 | 79 | 69 | 85 | 96 | 89 | 76 | 94
Nc1ccc2c(c1)-c1ccccc1C2=O | 120 | 104 | 100 | 103 | 100 | 105 | 98 | 95
Clc1ccc(/C=C/c2nn3c(-c4ccncc4)nnc3s2)cc1 | 123 | 93 | 99 | 77 | 102 | / | 95 | 104
CCOC(=O)CCN1C(=O)/C(=C/c2ccc(O)cc2)SC1=S | 87 | 101 | 98 | 89 | 91 | 108 | 81 | 98
OC1CCN(CCCOc2c3ccc(Cl)cc3nc3c2oc2ccccc23)CC1 | -69* | 9.1* | -98* | -84* | -79* | -86* | -70* | -76*
COc1ccc(-c2oc(=O)ccc2-c2cc(OC)c(OC)c(OC)c2)cc1F | 66 | 28 | 66 | 61 | / | 93 | 54 | -2.6*
CCN(CC)CCCOc1cccc2c1C(=O)c1cccc(OCCCN(CC)CC)c1C2=O | 48 | 22 | 47 | 48 | 61 | 42 | 53 | 40
CNC(=O)c1c(-c2ccc(F)cc2)noc1C | 127 | 102 | 101 | 110 | 106 | / | 105 | 104
CC(C)CCOC(c1ccc2c(c1)OCO2)C(C)Br (stereo not given) | 95 | 97 | 103 | 103 | 105 | 117 | 99 | 101
O=C(C(c1ccccc1)C(O)c1ccccc1)N1CCOCC1 (stereo not given) | 107 | 104 | 106 | 102 | 109 | 105 | 104 | 112
N#Cc1nc(-c2ccccc2)oc1N1CC[C@@H](CO)C1 | 110 | 101 | 100 | 103 | 101 | 110 | 92 | 99
O=C1C=C(Sc2ccc3ccccc3c2)C(=O)c2ccccc21 | 104 | 100 | 94 | 104 | 113 | 93 | 92 | 121
C=CCc1cc(F)cc2c(OC(C)=O)c(C(C)=O)c(-c3ccccc3)nc12 | / | 99 | 107 | 105 | 113 | 106 | 105 | 99
CC[C@]12C=CCN3CC[C@@]4(c5ccc(OC)cc5N(C)[C@H]4[C@@](O)(C(=O)OC)[C@@H]1OC(=O)CCCP(=O)(c1ccccc1)c1ccccc1)[C@@H]32 | 100 | 79 | 86 | 93 | 108 | 113 | 81 | 99

Molecules listed so far that have fluorine (ten):
SMILES | UACC-257 | A549/ATCC | SK-MEL-5 | M14 | SK-MEL-28 | SK-MEL-2 | UACC-62 | MDA-MB-435
O=C(O)CSCC(=O)N1CCN(c2cc3c(cc2F)c(=O)c(C(=O)O)cn3C2CC2)CC1 | 110 | 107 | 97 | 102 | 106 | 107 | 97 | 108
CC(C)(C)n1cc(-c2ccnc(NCCCNS(=O)(=O)c3ccccc3)n2)c(-c2ccc(F)c(O)c2)n1 | 107 | 87 | 92 | 94 | 97 | 102 | 92 | 102
COc1cc(-c2nn(-c3ccc(NC(=O)c4cc(C(F)(F)F)cc(C(F)(F)F)c4)cc3)cc2-c2ccncc2)ccc1Cl | 78 | 56 | 83 | 43 | 76 | / | 72 | 81
CCOC(=O)c1cnn(CC(O)c2ccc(F)cc2)c1NC(=O)Nc1cccc(F)c1 (stereo not given) | 94 | 91 | 55 | 86 | 103 | 81 | 63 | 96
Cc1ccc(/C=C(\C#N)n2nnc3c(F)cccc32)cc1 | 39 | -3.0* | -23* | 37 | 29 | 17 | 37 | 8.1*
Nc1ccc2c(c1)-c1ccc(F)cc1C2=O | 107 | 107 | 107 | 112 | 105 | 130 | 98 | 98
COCCn1c(-c2ccnn2C)nnc1N1CCC(F)(F)C1 | 100 | 101 | 97 | 100 | 97 | 116 | 96 | 100
COc1ccc(-c2oc(=O)ccc2-c2cc(OC)c(OC)c(OC)c2)cc1F | 66 | 28 | 66 | 61 | / | 93 | 54 | -2.6*
CNC(=O)c1c(-c2ccc(F)cc2)noc1C | 127 | 102 | 101 | 110 | 106 | / | 105 | 104
C=CCc1cc(F)cc2c(OC(C)=O)c(C(C)=O)c(-c3ccccc3)nc12 | / | 99 | 107 | 105 | 113 | 106 | 105 | 99
